# SENP1 inh: inhibitors of human SENP1 SUMO protease catalytic domain. Q9P0U3. inhibition, % at 10 µM. 360,000 tested, 0.21% active. recombinant SENP1 catalytic domain, CyPet-SUMO1-YPet FRET cleavage. AID 624204;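 active = inhibition at least 30% at 10 µM, raw YFP signal under a set limit, fluorescence ratio 0.5 to 1.5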;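 note: 0% = enzyme with DMSO and 100% = no enzyme wells; some results filed as inactive read as strong as hits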
# Target sequence (Q9P0U3 419-644 limits assumed): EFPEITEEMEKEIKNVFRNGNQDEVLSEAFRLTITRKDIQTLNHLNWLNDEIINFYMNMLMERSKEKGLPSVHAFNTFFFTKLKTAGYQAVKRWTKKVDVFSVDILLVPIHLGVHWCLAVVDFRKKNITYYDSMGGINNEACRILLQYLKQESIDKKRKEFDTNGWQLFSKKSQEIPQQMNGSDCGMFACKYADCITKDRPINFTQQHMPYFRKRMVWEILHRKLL
#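 Assay system: hSENP1 catalytic domain, recombinant. Amount: SENP1 enzyme, 20 pM final. Schedule: 50 min reaction, RT, dark. Technique: FRET, CFP and YFP emission. Control set: no-enzyme wells low, DMSO-plus-enzyme wells high control.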
# SENP8 block: inhibitors of human SENP8 protease. Q96LD8. recombinant SENP8, Nedd8 substrate fluorescence. inhibition, % at 20 µM. 360,000 tested, 0.64% active; in the data active = inhibition mostly above about 40%, no sharp cut-off; inactive = mostly below about 27%
# Target sequence (Q96LD8 whole entry, looked up): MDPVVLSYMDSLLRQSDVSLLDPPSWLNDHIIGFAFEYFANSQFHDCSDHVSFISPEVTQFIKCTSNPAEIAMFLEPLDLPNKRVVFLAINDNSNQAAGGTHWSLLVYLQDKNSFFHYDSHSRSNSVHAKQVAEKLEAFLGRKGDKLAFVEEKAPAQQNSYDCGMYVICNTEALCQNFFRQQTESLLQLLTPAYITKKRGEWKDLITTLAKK
# The depositor's hits bear a star; i = inactive. These rows are one share of the data (hit frequency here may not be typical).
SMILES,SENP1 inh,SENP8 block
COc1ccccc1-c1cnc(C(O)c2ccc(CN3CCCCC3)cc2)[nH]1 (configuration not stated),-1,6
Nc1nc2c(ncn2[C@@H]2O[C@H](CNCc3ccc(OCCCN4CCOCC4)cc3)[C@@H](O)[C@H]2O)c(=O)[nH]1,-3,25
COc1ccc(NC(=O)C2Cc3c(-c4ccc(NC(C)=O)cc4)ccnc3O2)cc1 (configuration not stated),0,13
O=C(Nc1cc(S(=O)(=O)N2CCOCC2)ccc1N1CCOCC1)c1cccc(Cl)c1,-1,20
OCCNc1ncnc2c1ncn2[C@H]1CN(Cc2ccc3c(c2)OCO3)C[C@@H](CO)O1,3,19
COc1ccc(CNC(=O)C2Cc3c(-c4ccc5c(c4)OCO5)ccnc3O2)cc1OC (configuration not stated),0,-94
CCCCCCCCN1C(=O)[C@H](CC(=O)NCCC(C)C)C[C@@]2(C(=O)OCC)CCCC=C12,-1,16
CC(C)NC(=O)C1Cc2c(-c3ccc4c(c3)OCO4)ccnc2O1 (configuration not stated),0,-99
CC(=O)Nc1ccc(NCc2ccc(-c3ccccc3)cc2)cc1,-2,-9
COc1ccc(NC(=O)CCN(c2ccc(OC)cc2)S(=O)(=O)c2ccc(C)c(C)c2)cc1,1,11
CCOC(=O)Nc1cc(OC)cc2ccc(C)nc12,3,-82
COc1ccccc1CCNC(=O)CSCC(=O)Nc1ccccc1F,2,14
CC1(C)COC(c2ccc3c(c2)OCO3)OC1,2,6
CCOc1ccc(-c2cccc(NS(=O)(=O)c3cccc([N+](=O)[O-])c3)c2)nn1,0,13
COC(=O)C=C1CCC2C3CCC4=CC(=O)C(Br)CC4(C)C3C(=O)CC12C (configuration not stated),-1,-2
COC(=O)C[C@H]1CC[C@H](NS(=O)(=O)c2cn(C)cn2)[C@@H](CO)O1,2,15
COc1ccccc1Cc1c(-c2ccc(Cl)cc2)nc2ccc(Cl)cn12,17,-70
NNc1ccc([N+](=O)[O-])c2[nH][nH]c(=O)c12,3,31
CC1(C(=O)NS(=O)(=O)c2ccccc2C(F)(F)F)CCN1C(=O)CCc1ccccc1 (configuration not stated),2,1
COc1ccncc1-c1ccccc1C1=CC(=O)CC(C)(C)C1=O,6,3
C#CC1(O)CCC2C3CCC4=Cc5oncc5CC4(C)C3CCC21C (configuration not stated),-2,14
S=C1Nc2ccccc2CS1,2,19
Cc1c(C(=O)Nc2nccs2)oc2ccccc12,-5,-52
OC[C@@H]1CN(Cc2ccc(F)cc2)C[C@H](n2cnc3c(N4CCOCC4)ncnc32)O1,0,8
COc1ccc(SC2=C[C@@]3(O)CC[C@@H](O)[C@@](Sc4ccc(OC)cc4)(C2=O)[C@H]3O)cc1,-3,2
Cc1ccc(NS(=O)(=O)c2ccc(-n3cccn3)cc2)c(Br)c1,2,15
COc1ccc(NC(=O)N(C)C[C@H]2Oc3ccc(NS(=O)(=O)c4cn(C)cn4)cc3C(=O)N([C@H](C)CO)C[C@@H]2C)cc1,2,10
Cc1cccc(N2CCN(C(C(=O)NCc3ccccc3)c3ccco3)CC2)c1C (configuration not stated),-3,17
COc1ccc(C(C)(NC(C)=O)c2nc(-c3cncnc3)cs2)cc1 (configuration not stated),2,14
CCc1nc2ccc(C(=O)NCCOc3ccc(OC)cc3)cn2c1N(C)Cc1nccn1C,-1,5
CC(=O)Nc1cccc(-c2ccnc3c2CC(C(=O)Nc2ccc(Cl)cc2)O3)c1 (configuration not stated),-3,14
CC(=C\c1ccccc1)/C=C1/SC(=S)N(C(C(=O)O)C(C)C)C1=O (configuration not stated),-5,31
O=c1ccc2nc3ccccc3sc-2c1,3,7
COc1ccc(-c2cc(NC(C)=O)c3ncc(-c4ccc(OC)c(OC)c4)n3c2)cc1OC,-29,-426
C[C@H]1NC(=O)[C@]2(C)[C@@H](c3ccccc3)[C@H]3COc4ccccc4[C@H]3N2C1=O,-2,4
NS(=O)(=O)c1ccc(CCNC(=O)/C=C/c2ccc(S(=O)(=O)N3CCOCC3)cc2)cc1,5,4
COc1ccc(-c2cn3nc4c(nc3n2)CCCC4)cc1,-14,-50
COC(=O)C1(C(=O)OC)CCCCN(S(=O)(=O)c2ccc(C)cc2)CCC1,1,10
CN(C)S(=O)(=O)c1ccc(C(=O)Nc2ccc(CCC(=O)N3CCCC3)cc2)cc1,2,20
Cn1nc(SCc2ccccc2)c(=O)n(C(c2ccccc2)c2ccccc2)c1=O,2,-23
Cn1cc(CN2CCC(C(=O)NC(c3ccc(F)cc3)c3ccc4ccccc4n3)CC2)c2ccccc21 (configuration not stated),2,8
CCOC(=O)/C(=C\C=C1/Sc2ccccc2N1CC)C(C)=O,-26,32
CN(C)c1ccc(/C=C(\Cl)c2nc3ccccc3s2)cc1,-24,-72
COc1ccc2[nH]c3c(NCCC4=CCCCC4)ncnc3c2c1,-10,-436
Nc1c(N(CCO)C(=O)c2ccccc2OCc2ccccc2Cl)c(=O)[nH]c(=O)n1Cc1ccccc1,-4,-4
COc1cc2c(c(OC)c1OC)-c1ccc(NCc3ccccc3)c(=O)cc1C(NC(C)=O)CC2 (configuration not stated),-83,-430
CCCS(=O)(=O)N1CCCC(C(=O)NCCCN2CCN(c3cccc(Cl)c3)CC2)C1 (configuration not stated),-2,10
CCOc1ccc2[nH]c(=S)sc2c1,-1,14
COc1ccc(CCC(=O)OCC(=O)NC2CCCC2)cc1OC,2,6
Cc1cc(N2CCCC2)c(F)cc1/C=C\[N+](=O)[O-],25,16
COCOCCn1cc(CN2CCS(=O)(=O)N(Cc3ccc(-c4ccc(C)cc4)cc3)C(C)C2=O)nn1 (configuration not stated),3,2
CCCCNC(=O)C1(C)CCCCN1C(=O)c1ccc(OC)c(C(F)(F)F)c1 (configuration not stated),0,12
O=[N+]([O-])c1cccc(COc2cccc(CN3CCCC3)c2)c1,0,7
CCCc1c(-c2ccc(F)cc2)ncn1Cc1ccccc1OC,0,17
COc1cc(/C=N/Nc2cccc(C)c2)cc(Br)c1O,-8,-62
c1ccc2c(c1)CN1C(=N2)COc2ccccc2C1c1nc2ccccc2[nH]1 (configuration not stated),-1,19
CNC(=O)C1(C)Cc2c(-c3ccc(NC(C)=O)cc3)ccnc2O1 (configuration not stated),3,1
COc1cc(CC(=O)N2CCN(S(=O)(=O)c3ccc(C(C)C)cc3)CC2)cc(OC)c1OC,-3,-6
CC(C)OC(=O)N(C)C[C@H]1OCc2cn(nn2)CCCC(=O)N([C@H](C)CO)C[C@@H]1C,-1,4
CCN(Cc1cnn(C)c1)C(=O)c1ccc2nc(Cc3ccccc3F)oc2c1,0,1

# 27 structures already listed, sorted by molecular weight, descending:
SMILES,SENP1 inh,SENP8 block
COCOCCn1cc(CN2CCS(=O)(=O)N(Cc3ccc(-c4ccc(C)cc4)cc3)C(C)C2=O)nn1 (configuration not stated),3,2
Nc1c(N(CCO)C(=O)c2ccccc2OCc2ccccc2Cl)c(=O)[nH]c(=O)n1Cc1ccccc1,-4,-4
Cn1cc(CN2CCC(C(=O)NC(c3ccc(F)cc3)c3ccc4ccccc4n3)CC2)c2ccccc21 (configuration not stated),2,8
NS(=O)(=O)c1ccc(CCNC(=O)/C=C/c2ccc(S(=O)(=O)N3CCOCC3)cc2)cc1,5,4
COc1cc(CC(=O)N2CCN(S(=O)(=O)c3ccc(C(C)C)cc3)CC2)cc(OC)c1OC,-3,-6
COc1cc2c(c(OC)c1OC)-c1ccc(NCc3ccccc3)c(=O)cc1C(NC(C)=O)CC2 (configuration not stated),-83,-430
CCCS(=O)(=O)N1CCCC(C(=O)NCCCN2CCN(c3cccc(Cl)c3)CC2)C1 (configuration not stated),-2,10
COc1ccc(-c2cc(NC(C)=O)c3ncc(-c4ccc(OC)c(OC)c4)n3c2)cc1OC,-29,-426
CN(C)S(=O)(=O)c1ccc(C(=O)Nc2ccc(CCC(=O)N3CCCC3)cc2)cc1,2,20
CC(C)OC(=O)N(C)C[C@H]1OCc2cn(nn2)CCCC(=O)N([C@H](C)CO)C[C@@H]1C,-1,4
CC(=O)Nc1cccc(-c2ccnc3c2CC(C(=O)Nc2ccc(Cl)cc2)O3)c1 (configuration not stated),-3,14
CCCCNC(=O)C1(C)CCCCN1C(=O)c1ccc(OC)c(C(F)(F)F)c1 (configuration not stated),0,12
COC(=O)C1(C(=O)OC)CCCCN(S(=O)(=O)c2ccc(C)cc2)CCC1,1,10
CCN(Cc1cnn(C)c1)C(=O)c1ccc2nc(Cc3ccccc3F)oc2c1,0,1
c1ccc2c(c1)CN1C(=N2)COc2ccccc2C1c1nc2ccccc2[nH]1 (configuration not stated),-1,19
C[C@H]1NC(=O)[C@]2(C)[C@@H](c3ccccc3)[C@H]3COc4ccccc4[C@H]3N2C1=O,-2,4
CC(=C\c1ccccc1)/C=C1/SC(=S)N(C(C(=O)O)C(C)C)C1=O (configuration not stated),-5,31
COc1cc(/C=N/Nc2cccc(C)c2)cc(Br)c1O,-8,-62
CNC(=O)C1(C)Cc2c(-c3ccc(NC(C)=O)cc3)ccnc2O1 (configuration not stated),3,1
CCCc1c(-c2ccc(F)cc2)ncn1Cc1ccccc1OC,0,17
COc1ccc2[nH]c3c(NCCC4=CCCCC4)ncnc3c2c1,-10,-436
CCOC(=O)/C(=C\C=C1/Sc2ccccc2N1CC)C(C)=O,-26,32
CN(C)c1ccc(/C=C(\Cl)c2nc3ccccc3s2)cc1,-24,-72
O=[N+]([O-])c1cccc(COc2cccc(CN3CCCC3)c2)c1,0,7
Cc1cc(N2CCCC2)c(F)cc1/C=C\[N+](=O)[O-],25,16
O=c1ccc2nc3ccccc3sc-2c1,3,7
CCOc1ccc2[nH]c(=S)sc2c1,-1,14

# Next results:
SMILES,SENP1 inh,SENP8 block
O=C1C(c2ccccc2)=NCCN1C(c1ccc(F)cc1)c1nc2ccccc2[nH]1 (configuration not stated),1,8
CCCCCCN1C[C@@H](n2cc(COC(=O)c3ccccc3)nn2)[C@H](O)C[C@@H]1c1ccc(Cl)cc1,-1,9
COc1cccc(C(=O)NNC(=O)c2ccc3ccccc3c2)c1,1,3
CCc1nc2ccc(C(=O)N(CC)CCN(C)C)cn2c1N(C)C(=O)c1cccc(OC)c1,0,6
COc1ccc(CN2CCC[C@]3(N[C@H](c4ccc(C(F)(F)F)cc4)[C@@H]4C(=O)N(C)C(=O)[C@@H]43)C2=O)cc1,2,-28
O=C(c1cccnc1)N1CCC2CC1c1c(Cl)cccc12 (configuration not stated),0,7
Cc1nc2[nH]c(=S)[nH]c2c(=O)[nH]1,-3,-11
CN(CCc1ccccc1)C(=O)c1ccc(NC(=O)Cc2ccc(NC(=O)C3CCCN(C(=O)CCc4ccccc4)C3)cc2)cc1 (configuration not stated),-2,6
CCCCCCCCCc1conc1C(=O)CP(=O)(OC)OC,0,12
COc1cc(-c2cnc3c(NC=O)cc(-c4ccc(S(C)(=O)=O)cc4)cn23)cc(OC)c1OC,-5,-102
Cn1c(=O)c2cc(NC(=O)CCc3ccc(O)cc3)ccc2n1Cc1cccc(C(F)(F)F)c1,4,i
CC(NC(=O)C(Cc1ccccc1)=NO)c1ccccc1 (configuration not stated),-2,8
COC(=O)C1C2CC3c4[nH]c5cc(OC)ccc5c4CCN3CC2CC(O)C1OC (configuration not stated),-23,7
COc1ccc(-c2csc(NC(=O)Cc3cccc4ccccc34)c2C(=O)O)cc1,-1,27
CCOC(=O)[C@]12CCC=C1N(Cc1cccc3ccccc13)C(=O)[C@H](CC(=O)N1CCSCC1)C2,2,4
CCNC(=O)C1(C)CCCN(C(=O)CCc2cccs2)C1 (configuration not stated),2,17
COc1ccc(CN2C(=O)C(CC(=O)NCCCN(C)C)CC(C(=O)N3CCOCC3)=C2C)cc1 (configuration not stated),3,18
COc1cc(OC)c(C(=O)c2ccccc2[N+](=O)[O-])c(OC)c1,3,17
O=C(NC1CCCC1)C(C1CC1)n1c(-c2cc3ccccc3[nH]2)nc2ccccc21 (configuration not stated),-7,-444
O=c1ccc2cccc([N+](=O)[O-])c2[nH]1,1,11
COC1OC(O)C(NC(=O)C(F)(F)F)CC1O (configuration not stated),1,18

# Source: PubChem BioAssay (Sanford-Burnham Center for Chemical Genomics)
